Assay outcomes (PubChem BioAssay)
RORgamma inh = ROR gamma (mouse) transcription inhibition | P51450 | Drosophila S2 Gal4-RORgamma UAS-luciferase reporter, 20 h | Potency, µM (doses to about 53.6 µM), without a hit: at the highest dose activity change, negative = inhibition, usual class: inhibitors | actives 5.4% (n = 310,000); also: % is scaled to controls: 0 for no effect and ±100 for the full control effect; nearly all actives have a fitted effect of over 60% in size
Target sequence (P51450 whole entry, looked up, the tested form may be a part): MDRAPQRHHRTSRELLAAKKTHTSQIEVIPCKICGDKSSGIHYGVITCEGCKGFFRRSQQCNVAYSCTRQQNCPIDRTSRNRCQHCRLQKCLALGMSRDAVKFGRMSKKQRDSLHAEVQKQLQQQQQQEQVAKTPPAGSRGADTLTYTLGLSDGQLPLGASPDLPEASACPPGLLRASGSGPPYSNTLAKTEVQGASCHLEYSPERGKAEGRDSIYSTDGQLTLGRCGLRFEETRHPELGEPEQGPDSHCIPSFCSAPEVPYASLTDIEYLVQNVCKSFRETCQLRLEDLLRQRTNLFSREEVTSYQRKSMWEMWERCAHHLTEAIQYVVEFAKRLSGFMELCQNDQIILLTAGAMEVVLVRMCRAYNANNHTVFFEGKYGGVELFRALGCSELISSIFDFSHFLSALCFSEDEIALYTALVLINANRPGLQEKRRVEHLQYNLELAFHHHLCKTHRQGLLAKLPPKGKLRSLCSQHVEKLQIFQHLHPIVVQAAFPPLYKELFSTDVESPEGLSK
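Using a luciferase readout, inhibitors were identified by reduced reporter activity in Drosophila cells coexpressing a copper-inducible Gal4–ROR gamma fusion and UAS-driven Photinus luciferase, incubated 20 hr after 700 uM copper sulfate.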
ELG1 genotoxic = induces genotoxicity in HEK293T cells with luciferase-tagged ELG1; HEK293T ELG1-luciferase reporter, luminescence, 16 h; AID 504466; Potency, µM (doses to about 46 µM), for the others: at the highest dose activity change, positive = activation, usual class: activators; actives 1.3% (n = 330,000); also: % of control where 0% means no effect; nearly all actives have a fitted effect of over 60% in size
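16 hr compound incubation (37 °C, 5% CO2) of HEK293T cells carrying luciferase-tagged ELG1; luciferase then measured by ONE-Glo luminescence after 30 min at RT.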
NPC1 promoter act = NPC1 promoter activation | actives 2.4% (n = 320,000) | Potency, µM (titrated, usually from 9.22 µM), for inactives: at the top dose activation, usual class: activators | Huh7 NPC1 promoter luciferase reporter, 24 h;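 also: % of control where 0% means no effect; nearly all actives have a fitted effect of over 60% in size; reporter is driven by a mutant NPC1 promoter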
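Compounds in DMSO were transferred onto Huh7 NPC1-luciferase reporter cells pre-incubated 2 h; after 24 h at 37 °C, Amplite reagent was dispensed and luminescence recorded 10 min later.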
MBNL1 CUG block = MBNL1-poly(CUG) RNA binding inhibition; Q9NR56; TR-FRET MBNL1-His/biotin-(CUG)12 binding, 665/545 ratio; Potency, µM (highest dose often 57.5 µM), for the others: at the top dose activity change, negative = inhibition, usual class: inhibitors; actives 0.036% (n = 280,000); AID 2675; active = well fitted inhibition curve with a large enough effect in the signal ratio, with a control signal flat, not every such curve was filed as active; inconclusive = small, poorly fitted or top-dose-only effect, or effect the other way, or a change in a side signal; inactive = no such curve, though single readings can be large or run the other way; the % refers to the signal ratio; also: % is scaled to controls: 0 for no effect and ±100 for the full control effect
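Inhibition of protein-RNA binding appears as loss of TR-FRET between terbium anti-His antibody on MBNL1-His and streptavidin-XL665 on biotin-(CUG)12. Activity is normalized to buffer-only and uninhibited-complex controls.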
p53 reactivator = mutant p53 re-activation in reporter cells; H1299 p53-A138V BP100-luciferase reporter, luminescence, 24 h; Potency, µM (series often up to 92.2 µM), without a hit: top-dose activity change, positive = activation, most hits filed as activators; actives 0.063% (n = 320,000); AID 504706; also: % of control where 0% means no effect; nearly all actives have a fitted effect of over 45% in size
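p53-null H1299 cells stably carrying temperature-sensitive p53-A138V and a BP100-luciferase reporter were pinned with compounds (4-point, 1:5 series) and held 24 hrs at 37 deg C. Luminescence was read 10 min after detection reagent.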
BRCA1 expr up = activators of BRCA1 expression | MCF7-BRCA1-FFLuc reporter, luminescence, 48 h; response scale: scaled: vehicle 0%, 10 µM genistein 100% | Potency, µM (doses to about 46.1 µM), for the others: at the highest dose activation, hits mostly activators | actives 1.1% (n = 380,000); also: nearly all actives have a fitted effect of over 80% in size; some results filed as inactive show a strong effect at the top dose
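Cells: MCF7-BRCA1-FFLuc, 2000/well. Exposure: 48 h, 37 °C, 5% CO2. Read: luminescence, 15 min post-substrate. Controls: genistein 10 microM (maximal activation), DMSO (neutral).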
VP16 counter = counter-screen for ROR gamma inhibitors: Gal4-VP16 reporter; Drosophila S2 Gal4-VP16 UAS-luciferase, luminescence, 20 h; Potency, µM (titrated, usually from 53.6 µM), inactives show at the highest dose activity, negative = inhibition, most hits filed as inhibitors; actives 3.5% (n = 310,000); AID 2546;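 also: Gal4-VP16 expression switched on by copper sulfate through the metallothionein promoter; % is scaled to controls: 0 for no effect and ±100 for the full control effect; nearly all actives have a fitted effect of over 50% in size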
FLuc counter = firefly luciferase modulation, counter-screen for miR-21 project; actives 6.9% (n = 360,000); purified FLuc, Km substrates, luminescence inhibition; Potency, µM (doses to about 57.5 µM), for inactives: at the top dose activity change, negative = inhibition, usual class: inhibitors; AID 588342;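 also: plate controls were vehicle for no effect and reference inhibitor for full effect; nearly all actives have a fitted effect of over 55% in size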
Target sequence (P08659 whole entry, looked up): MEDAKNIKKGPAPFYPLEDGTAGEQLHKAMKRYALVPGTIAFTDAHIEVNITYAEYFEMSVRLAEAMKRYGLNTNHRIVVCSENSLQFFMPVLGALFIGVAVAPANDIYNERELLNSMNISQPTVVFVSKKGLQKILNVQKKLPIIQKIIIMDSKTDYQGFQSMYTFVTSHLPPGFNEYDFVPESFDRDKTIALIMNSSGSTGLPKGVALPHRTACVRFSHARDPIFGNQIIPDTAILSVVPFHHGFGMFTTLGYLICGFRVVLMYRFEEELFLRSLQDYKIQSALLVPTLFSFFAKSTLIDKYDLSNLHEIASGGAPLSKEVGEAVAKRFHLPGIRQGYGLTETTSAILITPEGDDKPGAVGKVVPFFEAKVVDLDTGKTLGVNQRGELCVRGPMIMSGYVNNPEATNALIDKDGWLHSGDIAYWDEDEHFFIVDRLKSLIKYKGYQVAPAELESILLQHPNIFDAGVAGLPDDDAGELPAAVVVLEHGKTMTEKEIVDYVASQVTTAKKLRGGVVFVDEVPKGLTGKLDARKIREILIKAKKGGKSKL
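Biochemical qHTS of compounds, final roughly 60 µM downward over six points, against 10 nM purified firefly luciferase using Km concentrations of substrates (10 uM D-luciferin, 10 uM ATP) in Tris acetate pH 7.5 buffer; luminescence output.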
uPA surface inh = inhibitors of cell surface uPA generation; cell surface uPA generation assay, qHTS; Potency, µM (highest dose often 38.3 µM), without a hit: at the top dose activity change, negative = inhibition, usual class: inhibitors; actives 0.31% (n = 330,000); active = well fitted inhibition curve with a large enough effect; inconclusive = small, poorly fitted or top-dose-only effect; inactive = no such curve, though single readings can be large or run the other way; tested in mouse RAW 264.7 cells; also: % is scaled to controls: 0 for no effect and ±100 for the full control effect; nearly all actives have a fitted effect of over 55% in size
Rab9 promoter act = Rab9 promoter activation | Huh7 Rab9 promoter-luciferase reporter, luminescence, 24 h | Potency, µM (doses to about 9.22 µM), for the others: top-dose activation, negative = inhibition, most hits filed as activators | actives 2.8% (n = 320,000) | AID 485297; also: % of control where 0% means no effect; nearly all actives have a fitted effect of over 60% in size
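Quantitative HTS format; Huh7 Rab9-luciferase reporter cells (1500/well) receive compound 2 h post-plating, incubate 24 h at 37 °C, then get luciferase reagent for 10 min before luminescence reading.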
Numbers without * were called inactive; ? = inconclusive; / = not tested or not shown; & = joins results of further samples; [ ] = another dose, or the depositor's remark. Unless noted, calls follow the shape of the dose curve; as a rule, active = well fitted curve in the direction sought with a large enough effect; inconclusive = small, poorly fitted or top-dose-only effect, or another doubt; inactive = no such curve, though single readings can be large; an effect the other way counts as inactive or inconclusive. Potency is read from the fitted curve at half-maximal effect.

A first look:
SMILES	RORgamma inh	ELG1 genotoxic	NPC1 promoter act	MBNL1 CUG block	p53 reactivator	BRCA1 expr up	VP16 counter	FLuc counter	uPA surface inh	Rab9 promoter act
O=C1C2C3CCCC3=C3CCCC3C2C(=O)N1c1cccc(Cl)c1 (stereo not given)	-12%	-4%	-1%	1%	-3%	-11%	2%	-2%	2%	-6%
CC(Sc1nnc(N)s1)C(=O)NC1CCCCC1C (stereo not given)	/	-11%	-2%	/	4%	2%	/	0%	6%	0%
O=C1COc2ccc(S(=O)(=O)NCCc3ccccc3)cc2N1	-11%	2%	-1%	-7%	-3%	-12%	-1%	6%	-2%	0%

The list itself (from the top)
SMILES	RORgamma inh	ELG1 genotoxic	NPC1 promoter act	MBNL1 CUG block	p53 reactivator	BRCA1 expr up	VP16 counter	FLuc counter	uPA surface inh	Rab9 promoter act
O=C1C2C3CCCC3=C3CCCC3C2C(=O)N1c1cccc(Cl)c1 (stereo not given)	-12%	-4%	-1%	1%	-3%	-11%	2%	-2%	2%	-6%
CC(Sc1nnc(N)s1)C(=O)NC1CCCCC1C (stereo not given)	/	-11%	-2%	/	4%	2%	/	0%	6%	0%
O=C1COc2ccc(S(=O)(=O)NCCc3ccccc3)cc2N1	-11%	2%	-1%	-7%	-3%	-12%	-1%	6%	-2%	0%
O=C(NCCCNC(=O)c1ccco1)c1ccco1	17%	0%	-1%	-17%	4%	0%	-6%	7%	3%	7%
COc1ccc(N(CC(=O)NC2CCCCC2)S(=O)(=O)c2cccnc2)cc1	-16%	0%	0%	-4%	?	-10%	-1%	1%	-4%	3%
O=C(COC(=O)C1CC1)Nc1ccc(OC(F)F)cc1	?	10%	0%	-3%	7%	4%	0%	?	3%	0%
CC(C)(C)c1ccc(C(=O)OCC(=O)NC2CC2)cc1	/	3%	2%	/	16%	-25%	/	?	0%	1%
COc1cc(C(=O)NC(=S)Nc2ccc3c(c2)OCO3)cc(OC)c1OC	14µM*	-2%	1%	-5%	3%	11%	?	?	-9%	-10%
Cc1ccnc(NC(=O)CCC(=O)N(CC(=O)NC(C)(C)C)c2ccc3c(c2)OCCO3)c1	2%	0%	-3%	-9%	-2%	-9%	5%	-13%	-2%	-8%
Cc1ccc(C2=NN(CC(=O)NCCN(C)C)C(=O)CC2)cc1	-2%	0%	-6%	-1%	-1%	0%	-13%	1%	3%	-3%
CCOC(=O)NC(Nc1sc2c(c1C(N)=O)CCCC2)(C(=O)OCC)C(F)(F)F (stereo not given)	-27%	-1%	4%	4%	0%	-24%	-3%	-2%	4%	-1%
COc1ccc(N2CCN(C(=O)CCN3C(=O)C4C5C=CC(C5)C4C3=O)CC2)cc1 (stereo not given)	18%	0%	-5%	-17%	-4%	5%	-1%	-1%	22%	0%
COc1ccc(CNC(=O)c2cc3c(=O)n4cccc(C)c4nc3n(CC3CCCO3)c2=N)cc1 (stereo not given)	-23%	-2%	2%	?	4%	-1%	-5%	3%	-4%	0%
CCOc1ccc(NC(=O)Cn2nnc(-c3ccccc3NC(=O)C3CC3)n2)cc1	9%[10 µM]	-2%	-6%	7%	-1%	5%	-8%	-1%	3%	-8%
O=c1c2cc(NC(=S)NC3CCCCC3)ccc2nc2n1CCCCC2	?	-9%	-4%	0%	-4%	-10%	-8%	?	-3%	-8%
CC1CCCCN1C(=O)Cn1c(=O)oc2cc(S(=O)(=O)N3CCCC3)ccc21 (stereo not given)	2.5µM*	-3%	-4%	-3%	/	-4%	-3%	-2%	4%	-54%[inhibitor]
O=C(NCc1ccc(F)cc1)C1(S(=O)(=O)c2ccc(Cl)cc2)CC1	0%	5%	-1%	-1%	11%	-14%	-14%	4%	0%	7%
COc1ccc(CN2CCCCC2C)cc1OC (stereo not given)	28%	-1%	4%	-7%	0%	1%	6%	-1%	-1%	0%
O=C(COC(=O)CCNS(=O)(=O)c1ccccc1)NC(=O)Cc1ccccc1	/	0%	-1%	/	11%	-12%	/	-3%	-16%	-7%
Cn1c(=O)c2c(nc(NC3CCCCC3)n2CC(=O)C23CC4CC(CC(C4)C2)C3)n(C)c1=O	?	-2%	-4%	0%	4%	-14%	-2%	10%	-1%	0%
CN(C)CCNC(=O)C(=O)NCC1CCCN1S(=O)(=O)c1cccs1 (stereo not given)	/	3%	1%	/	2%	-3%	/	2%	0%	-3%
CN(C)C(=O)c1ccc(NC(=O)c2ccc(-c3ccc(Cl)cc3)o2)cc1	/	-2%	12%	/	8%	-35%	/	?	-7%	1%
CCCC(C(=O)Nc1cc(S(=O)(=O)N2CCOCC2)ccc1OC)c1ccccc1 (stereo not given)	-3%	13%	3%	1%	-1%	-19%	-17%	1%	11%	5%
COc1cccc(C(=O)/C=C/Nc2cccc(O)c2)c1	7.9µM*	2.3µM*	?	?	?	8%	1.3µM*	0.21µM*	/	?
COC(=O)c1ccc(N/C(=N/S(=O)(=O)c2ccccc2)c2ccccc2)cc1	?	0%	-1%	-1%	-16%	38%	0%	1%	3%	11%
SMILES	RORgamma inh	ELG1 genotoxic	NPC1 promoter act	MBNL1 CUG block	p53 reactivator	BRCA1 expr up	VP16 counter	FLuc counter	uPA surface inh	Rab9 promoter act
O=c1c(Cc2ccc(Cl)cc2)c(O)ccn1Cc1ccncc1	38%	0%	-2%	-12%	-7%	0%	-17%	3%	12%	-2%
Cc1ccc(NC(=O)c2cccs2)cc1NC(=O)c1ccc(F)cc1	18%	-2%	12%	-1%	/	-53%	0%	?	-3%	11%
Cc1ccc(/C=C/C(=O)NCc2cccs2)c(C)c1	-32%	?	?	2%	6%	10µM*	-18%	6.7µM*	-2%	2.8µM*
O=C(COc1ccc([N+](=O)[O-])cc1)NNC(=O)Nc1ccccc1F	11%	5%	1%	9%	0%	10%	-9%	6%	5%	0%
NS(=O)(=O)c1cccc(NC(=O)CSc2nc3ccccc3n2-c2ccccc2)c1	0%	-9%	-1%	4%	9%	-36%	-1%	-7%	7%	-5%
CN(NS(=O)(=O)c1cccs1)c1ncc(C(F)(F)F)cc1Cl	5.6µM*	4%	0%	-9%	3%	-2%	5µM*	-1%	3%	3%
CC1CC(C(F)(F)F)n2nc(C(=O)O)cc2N1 (stereo not given)	6%	3%	-2%	-16%	0%	0%	-6%	-1%	3%	-9%
COc1ccccc1-c1cc(C(=O)N2CCN(c3ccccc3)CC2)no1	1%	-6%	0%	7%	-2%	-3%	-2%	?	-5%	-1%
Cc1cc(NC(=O)CN(C)CC(=O)Nc2ccc(F)c(F)c2F)no1	/	0%	-2%	/	1%	-9%	/	-1%	4%	1%
CCOC(=O)N1CCN(C(=O)c2cc(S(=O)(=O)N3CCc4ccccc43)ccc2OC)CC1	/	-2%	-2%	/	-3%	-7%	/	0%	3%	-5%
Cc1nc(N/N=C/c2ccc(O)cc2O)cc(N2CCOCC2)n1	?	14%	-6%	?	/	-53%	-14%	?	-10%	0%
CNC(=O)NC1CCCCc2sccc21 (stereo not given)	1%	11%	-1%	-8%	1%	6%	2%	3%	-5%	-1%
CN(C)c1c(N)c(=O)oc2ccccc12	0%	2%	-1%	11%	1%	6%	-9%	-1%	0%	1%
O=C(CN1C(=O)C2C3C=CC(C3)C2C1=O)NCc1ccccc1 (stereo not given)	16%	-1%	-1%	0%	13%	14%	-1%	3%	/	-3%
CC(C)(C)c1ccc(C(=O)NCC(=O)OCC(=O)Nc2nc(-c3ccc(F)cc3)cs2)cc1	18%	8%	16%	-4%	1%	55%	-5%	13µM*	4%	18%
N/C(=N\OC(=O)Nc1cccc(C(F)(F)F)c1)c1ccno1	8%	-2%	-5%	-12%	-2%	-32%	-8%	3%	6%	-3%
O=C(CCc1ccc(S(=O)(=O)NCCc2ccccc2)cc1)Nc1ccc2c(c1)OCO2	26%	-4%	0%	11%	-1%	0%	2%	-1%	/	-3%
Cc1c(Cl)cccc1Nc1ncccc1C(=O)O	?	4%	5%	0%	26%	24%&32%	-1%&-18%	?	6%&-2%	-1%
Cc1ccc(C(=O)N/C(=C\c2cccs2)C(=O)NCCCN2CCOCC2)cc1	15%	0%	-2%	18%	-5%	19%	0%	-1%	-2%	-7%
COc1ccc(NS(=O)(=O)c2cc(C(=O)OC(C)C(=O)N3CCOCC3)ccc2Cl)cc1 (stereo not given)	/	-1%	-4%	/	1%	-16%	/	-1%	-6%	-2%
COC(=O)c1sc(N)nc1C(C)(C)C	-8%	-7%	0%	0%	-12%	3%	10%	5%	-4%	-1%
CCNCCNC(=O)c1c(O)c2ccccc2n(CC)c1=O	16%[0.365 µM]	-15%	-3%	1%	-8%	-6%	/	0%	7%	-7%
CN(C(=O)c1cc2c(=O)n3ccccc3nc2n1C)C1CCCCC1	-3%	4.6µM*	2µM*	?	7%	1.4µM*	-1%	12µM*	?	3.2µM*
O=C(Nc1ccc(Br)cc1)C1CCCN(S(=O)(=O)c2cccnc2)C1 (stereo not given)	44%	-9%	0%	7%	3%	-23%	-10%	5%	12%	2%
CCS(=O)(=O)c1nc2ccccc2n1CC(=O)N1CCOCC1	8%	0%	-1%	-7%	9%	-10%	-5%	-1%	6%	-2%
COc1ccccc1/C=C/C(=O)Nc1ccc2c(c1)CCC2	-1%	?	3.2µM*	-1%	?	?	-2%	4.3µM*	2%	1.8µM*
CCOC(=O)c1ccc(N2C(=O)C3CCCN3C2=S)cc1 (stereo not given)	/	1%	-8%	/	20%	6%	/	?	2%	-5%
COc1cccc(NC(=O)c2ccc(-n3cccn3)nc2)c1	25%	3%	7%	?	4%	6%	2%	?	/	6%
